aDG glyco act: alpha-DG glycosylation activation | 360,000 compounds, 0.22% hits | Pro5-aDG cells, alpha-DG glycosylation AlphaScreen (IIH6); 0% Pro5, 100% B10-LARGE cell signal | activation, % at 10 µM | AID 624168;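 active = activation of at least 8% versus controls, or a plate z-score of at least 8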;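 also: Pro5 are CHO cells carrying HIG-tagged alpha-DG that lacks glycosylation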
hiPSC survival: hiPSC single-cell survival enhancement. ATPlite luminescence; 100% = ROCK inhibitor wells, 0% = DMSO. survival enhancement, % at 20 µM. 360,000 compounds, 0.044% hits. AID 602274; in the data active = survival enhancement above about 18%;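 also: cells exposed to compounds for 16 hours before the ATP read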
CaV13 FRET inh: Disruptors of the CACNA1D IQ motif to Ca2+-dependent inactivation inhibitor domain association, primary screening, Förster resonance energy transfer in intact living …. HEK cells, CFP/YFP FRET ICDI-IQ, plate reader, 10 min; percent FRET-ratio fall versus neutral wells. inhibition, % at 12.3 µM. 340,000 compounds, 0.098% hits;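 active = mean replicate inhibition of at least 30% and at least 1% of replicates passing that level; inconclusive = only one of the two criteria is met; inactive = neither criterion is met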;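 also: 0% = median of the neutral control wells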
NR2E3 ag-1: activates human NR2E3 receptor. Q9Y5X4. inhibition of corepressor binding, % at 3.98 µM. CHO-S Gal4-NCOR/VP16-NR2E3 two-hybrid, luciferase. AID 602229. 360,000 compounds, 0.35% hits;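 active = inhibition above the mean of all tested compounds plus 3 SD, cut at about 70% in these data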;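 also: 0% = DMSO with NR2E3 transfected cells and 100% = cells lacking NR2E3 construct; higher means lower luciferase signal from less NR2E3 corepressor binding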
Target sequence (Q9Y5X4 whole entry, looked up, the tested form may be a part): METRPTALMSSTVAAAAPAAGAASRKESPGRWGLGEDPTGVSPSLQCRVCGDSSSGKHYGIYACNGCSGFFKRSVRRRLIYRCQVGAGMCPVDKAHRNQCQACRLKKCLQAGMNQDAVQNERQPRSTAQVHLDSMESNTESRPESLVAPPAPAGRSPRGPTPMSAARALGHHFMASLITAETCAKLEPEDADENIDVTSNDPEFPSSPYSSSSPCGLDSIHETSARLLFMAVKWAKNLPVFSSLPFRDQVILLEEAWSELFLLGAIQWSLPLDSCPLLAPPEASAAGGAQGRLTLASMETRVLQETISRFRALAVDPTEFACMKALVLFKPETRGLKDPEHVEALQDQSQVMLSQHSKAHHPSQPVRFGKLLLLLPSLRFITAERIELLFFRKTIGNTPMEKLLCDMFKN
Vif imaging: inhibitors of HIV Vif. AID 602346. 340,000 compounds, 0.35% hits. HEK293T cells, Vif self-association by quenched fluorescence, imaging, 24 h. inhibition, % at 7.49 µM; in the data active = inhibition above about 50%, passing the limit was not always enough; inconclusive = no clear call, values can overlap the other calls; inactive = below about 31%; also: some results filed as inactive read as strong as hits
Granule exo inh: blocks lytic granule exocytosis; TALL-104 LAMP-1 surface exposure, flow cytometry; cells stimulated with thapsigargin and PMA; inhibition, % at 10 µM; 360,000 compounds, 0.66% hits;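 active = inhibition above about 55%, limit read from the data; inconclusive = no clear call, values can overlap the other calls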
PDI inh: inhibitors of human protein disulfide isomerase; PDI insulin aggregation turbidity, A650, 90 min; P07237; 350,000 compounds, 0.052% hits; inhibition, % at 10 µM;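 active = mean inhibition across replicates of 30% or more, whatever share of single replicates reach that level; inconclusive = mean inhibition below 30% while every single replicate reaches 30%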;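 also: absorbance from insulin aggregation driven by PDI reduction with DTT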
Target sequence (P07237 whole entry, looked up): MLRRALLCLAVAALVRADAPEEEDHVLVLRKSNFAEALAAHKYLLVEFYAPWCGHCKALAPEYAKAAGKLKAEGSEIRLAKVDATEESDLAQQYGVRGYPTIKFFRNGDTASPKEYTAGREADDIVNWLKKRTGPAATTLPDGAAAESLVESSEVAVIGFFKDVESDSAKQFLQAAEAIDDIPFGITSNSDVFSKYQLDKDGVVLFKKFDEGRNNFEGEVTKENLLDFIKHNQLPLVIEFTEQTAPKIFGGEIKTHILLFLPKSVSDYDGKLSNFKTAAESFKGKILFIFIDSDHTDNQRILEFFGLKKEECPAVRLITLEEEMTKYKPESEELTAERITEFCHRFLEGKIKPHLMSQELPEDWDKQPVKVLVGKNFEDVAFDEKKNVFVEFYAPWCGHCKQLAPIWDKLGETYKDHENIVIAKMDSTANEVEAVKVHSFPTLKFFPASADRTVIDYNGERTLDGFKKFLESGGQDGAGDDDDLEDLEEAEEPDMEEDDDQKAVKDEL
NR2E3 ag-2: NR2E3 (human) agonism; Q9Y5X4; GST-NR2E3/biotin-RetCOR TR-FRET, 1536-well; inhibition of corepressor binding, % at 4.78 µM; 320,000 compounds, 0.12% hits; AID 2300;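 active = percent inhibition above the cutoff of mean plus 3 SD of all tested compounds, set per screening campaign, cut at about 20% in these data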;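 also: 0% = DMSO wells and 100% = biotin wells as full block of FRET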
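Material: NR2E3–RetCOR corepressor complex / Amount: 1.35 nM GST-NR2E3 / Medium: Tris pH 7.5 / Compound: single nominal compound dose of 4.8 µM / Incubation: 5 h at 4 °C / Technique: TR-FRET, Eu(K)-anti-GST donor, streptavidin-D2 acceptor, ex 340, em 617/671 nm / Read-out basis: percent loss of FRET ratio relative to control wells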
HIF-2a inh: HIF-2a inhibition; AID 624352; 360,000 compounds, 0.72% hits; inhibition, % at 18.8 µM; 786-0 RCC cells HIF-2a reporter, luciferase luminescence, overnight;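 active = inhibition of the luminescence signal of 40% or more relative to plate controls, in a single-dose primary screen at 18.75 µM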
Peg3 promoter: inhibitors of Peg3 promoter | AID 588405 | HeLa PEG-Prom luciferase reporter, luminescence, overnight | 360,000 compounds, 1.7% hits | inhibition, % at 20 µM;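 active = inhibition of at least 50% at 20 µM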
TRPM1 prom inh: inhibitors of MITF-driven TRPM1 promoter in melanoma cells; SK-MEL-5 TRPM1 promoter luciferase, 24 h; AID 488899; 330,000 compounds, 0.83% hits; inhibition, % at 12.5 µM;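 active = mean inhibition across replicates of 60% or more, whatever share of single replicates reaches that level; inconclusive = some that reach 60%, reason not given; inactive = mean inhibition across replicates below 60%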; also: values of inactives mirror those of a sister screen read the other way
* hit, by the source's call; ? = inconclusive; . = no result given.

The opening three compounds, to show the layout:
item	Compound	aDG glyco act	hiPSC survival	CaV13 FRET inh	NR2E3 ag-1	Vif imaging	Granule exo inh	PDI inh	NR2E3 ag-2	HIF-2a inh	Peg3 promoter	TRPM1 prom inh
1	CC(OC(=O)Cn1[nH]c(=O)c2ccccc2c1=O)C(=O)Nc1ccc(Cl)cn1 (configuration not stated)	-0.1	0.3	-3	-2	8	-15	22	3	-4	-8	-3
2	O=C(Nn1c(-c2ccncc2)nc2ccccc2c1=O)c1ccc(Br)cc1	0.0	-1.4	-4	-4	15	3	-7	4	14	13	-9
3	Cc1ccccc1NC(=O)COC(=O)c1ccc2c(c1)C(=O)N(CCCN1CCOCC1)C2=O	1.1	-0.4	-5	0	3	1	-3	.	12	8	-14

The listing (from the top)
item	Compound	aDG glyco act	hiPSC survival	CaV13 FRET inh	NR2E3 ag-1	Vif imaging	Granule exo inh	PDI inh	NR2E3 ag-2	HIF-2a inh	Peg3 promoter	TRPM1 prom inh
1	CC(OC(=O)Cn1[nH]c(=O)c2ccccc2c1=O)C(=O)Nc1ccc(Cl)cn1 (configuration not stated)	-0.1	0.3	-3	-2	8	-15	22	3	-4	-8	-3
2	O=C(Nn1c(-c2ccncc2)nc2ccccc2c1=O)c1ccc(Br)cc1	0.0	-1.4	-4	-4	15	3	-7	4	14	13	-9
3	Cc1ccccc1NC(=O)COC(=O)c1ccc2c(c1)C(=O)N(CCCN1CCOCC1)C2=O	1.1	-0.4	-5	0	3	1	-3	.	12	8	-14
4	COc1ccc(Nc2ncccc2C(=O)NCc2ccccc2)cc1	0.1	-0.6	-7	-4	-1	-3	4	-1	-6	-6	8
5	COC(=O)CSc1nnc(CNC(=O)c2ccc(S(=O)(=O)N3CCCCC3)cc2)n1C	0.1	1.7	-12	-13	20	-1	1	0	15	10	5
6	CCC(=O)N1CCc2cc(Br)cc(S(=O)(=O)N3CCC(C(=O)NCCCOC(C)C)CC3)c21	-0.2	1.4	-3	24	-8	-3	-4	1	7	8	0
7	COc1ccc(NC(=S)NNc2ccc(S(=O)(=O)Nc3ccccc3C(=O)O)cc2[N+](=O)[O-])cc1	-0.5	2.2	-16	-6	?	0	1	-4	15	8	0
8	CC(C)Cc1nnc(NS(=O)(=O)c2ccc(Cl)cc2)s1	0.1	1.8	-5	-8	4	1	0	4	8	13	5
9	Cc1cccc2cc(CN(Cc3cccnc3)C(=S)NCCCN(C)C)c(=O)[nH]c12	-0.6	-0.1	-4	-3	8	-4	-2	5	7	24	5
10	COc1cccc2c1NC(C(=O)O)C1CC=CC21 (configuration not stated)	0.0	4.6	.	0	0	-3	-5	22*	5	9	11
11	COc1ccc2[nH]cc(CCNC(=O)/C=C/[C@H]3O[C@@H](n4cc(C)c(=O)[nH]c4=O)C[C@@H]3O)c2c1	0.9	-0.2	-3	2	6	-1	.	.	15	10	.
12	Cc1cc(C)n2nc(/C(C#N)=C/c3ccccc3)c(C#N)c2n1	-0.5	5.1	-4	6	5	-5	7	.	-114	-99	-25
13	COC(=O)c1cc(C(=O)OCC(=O)c2ccc3c(c2)NC(=O)CO3)cc([N+](=O)[O-])c1	-0.1	1.8	-6	13	4	-5	4	.	5	1	1
14	O=S1(=O)CC(O)C(N2CCCCC2)C1 (configuration not stated)	-0.2	-1.4	-1	0	-5	0	-1	0	15	10	2
15	CCN(CC(=O)Nc1c(F)cccc1F)C(=O)CCOc1ccc(C)cc1	0.0	-0.1	-6	-13	5	-1	-3	-1	11	-6	6
16	C[C@H]1[C@H](C)CC[C@]2(C(=O)O)CC[C@]3(C)C(=CC[C@@H]4[C@@]5(C)C[C@@H](O)[C@H](O)C(C)(C)[C@@H]5CC[C@]43C)[C@H]12	0.1	4.0	.	94*	.	3	-1	3	35	23	7
17	COc1ccc(CCNC(=S)N(C)C)cc1OC	-0.1	0.3	-20	3	10	-7	7	2	10	4	-3
18	COc1ccc(-c2sc3ccccc3c2C#CC2(O)CCCCC2)cc1	0.0	-0.2	-9	-10	-11	-15	0	3	10	7	5
19	O=C(Nc1cccc(Cl)c1)c1ccc(NCC2CCCO2)c([N+](=O)[O-])c1 (configuration not stated)	0.0	3.1	-3	10	-6	-8	2	2	-41	-45	-55
20	COc1cccc(/C=N/NC(=O)c2ccc3nc[nH]c3c2)c1O	0.0	-0.6	-5	-7	-2	6	4	-1	2	0	5
21	CCOc1ccc(-c2nnc3ccc(SCc4ccc(C(=O)OC)o4)nn23)cc1	0.1	2.1	-10	0	9	15	-6	4	-14	3	-41
22	O=C(CCCCCCC(=O)NCc1ccccc1)NCc1ccccc1	0.1	-0.1	0	7	4	-5	-7	1	14	14	-3
23	O=C(NC1CCCCC1)N1CCC(n2c(=O)[nH]c3ccccc32)CC1	-0.4	-2.0	-4	7	-2	0	.	-1	3	11	.
24	O=C(Nc1nnc([C@H]2C[C@H](O)[C@@H](CO)O2)s1)Nc1ccccc1Oc1ccccc1	-0.3	-3.0	-5	1	-1	3	7	.	-7	-11	.
25	O=C(O)C1CCCCC1C(=O)Nc1ccc(F)c(F)c1 (configuration not stated)	0.0	3.6	-3	0	-13	-8	-3	1	6	-7	-4
26	CCOc1ccc(CCN2C(=O)C(=O)N([C@@H](Cc3ccccc3)CN3CCC[C@H]3CN3C(=O)C(=O)NC[C@@H]3Cc3ccccc3)C[C@@H]2Cc2ccc(O)cc2)cc1	-0.3	0.3	-6	6	.	-8	.	.	-1	.	.
27	Cc1ccoc1C(=O)NCCNc1ccc(Cl)cc1[N+](=O)[O-]	-0.2	2.6	-4	-28	-10	2	6	0	-63	-25	-21
28	O=C(C1=C(O)C(=O)N(CCN2CCOCC2)C1c1ccc([N+](=O)[O-])cc1)c1cccs1 (configuration not stated)	-0.2	-0.5	.	-17	23	-9	-3	0	16	0	-3
29	COc1ccc(Br)c(C(=O)OCC(=O)NC2CCCCCCC2)c1	0.4	-0.7	-5	-21	0	-2	2	.	11	-6	.
30	Cc1cc(NC(=O)CSc2nnc(Cn3c(=O)sc4ccccc43)n2-c2ccccc2C)no1	0.1	0.0	-2	6	1	-4	.	0	9	-6	.

The final two compounds of the section before come first, to join the parts:
item	Compound	aDG glyco act	hiPSC survival	CaV13 FRET inh	NR2E3 ag-1	Vif imaging	Granule exo inh	PDI inh	NR2E3 ag-2	HIF-2a inh	Peg3 promoter	TRPM1 prom inh
29	COc1ccc(Br)c(C(=O)OCC(=O)NC2CCCCCCC2)c1	0.4	-0.7	-5	-21	0	-2	2	.	11	-6	.
30	Cc1cc(NC(=O)CSc2nnc(Cn3c(=O)sc4ccccc43)n2-c2ccccc2C)no1	0.1	0.0	-2	6	1	-4	.	0	9	-6	.
31	CC(/C=N/NC(=O)c1ccco1)=C\c1ccccc1	-0.1	-2.3	-5	-108	.	2	-2	0	-201	-164	-45
32	Cc1ccc(C)n1-c1cc([N+](=O)[O-])ccc1-n1ccnc1	0.1	-0.4	-5	-13	20	0	6	3	14	9	.
33	CC(C)(C)c1ccc(C(=O)NCC(=O)OCC(=O)Nc2ccc3c(c2)OCCO3)cc1	0.0	-2.8	-6	-13	-6	5	4	1	-13	-28	-14
34	CCOC(=O)CCCCC(=O)c1[nH]c(=O)[nH]c1CN1CCOCC1	2.7	-0.8	-7	-3	0	1	5	-63	8	-9	-9
35	CCOCc1nnc(NC(C)=O)s1	0.6	-1.0	-3	6	19	0	-10	-2	8	7	8
36	COc1cccc(OC)c1OC(=O)c1cnccn1	0.0	-0.3	-4	-11	9	-9	-65	3	0	4	-4
37	Cc1cccn2c(=O)nc(SCC(=O)NCc3ccc4c(c3)OCO4)nc12	0.2	0.2	-15	-2	-5	34	6	2	-4	10	-9
38	COCC(C)NS(=O)(=O)c1ccc(NC(=O)C(Cc2ccccc2)NC(N)=O)cc1 (configuration not stated)	0.0	7.9	-5	-19	-14	-1	-1	-2	6	-10	6
39	CCc1ccc(C(=O)OCC(=O)NCCNC(=O)COC(=O)c2ccc(CC)cc2)cc1	-0.3	0.4	-6	-36	8	-5	0	-1	11	6	9
40	CN(C)c1ccc2c(=O)[nH][nH]c(=O)c2c1	-0.3	-1.4	13	-6	-8	-13	-5	-4	18	1	-4

Individual results from the results shown:
`Cc1cccn2c(=O)nc(SCC(=O)NCc3ccc4c(c3)OCO4)nc12` – Peg3 promoter = 10
`CC(C)(C)c1ccc(C(=O)NCC(=O)OCC(=O)Nc2ccc3c(c2)OCCO3)cc1` – aDG glyco act = 0.0
`COCC(C)NS(=O)(=O)c1ccc(NC(=O)C(Cc2ccccc2)NC(N)=O)cc1` (configuration not stated) – PDI inh = -1
`Cc1ccc(C)n1-c1cc([N+](=O)[O-])ccc1-n1ccnc1` – Granule exo inh = 0
`CC(/C=N/NC(=O)c1ccco1)=C\c1ccccc1` – PDI inh = -2

New compounds follow.
item	Compound	aDG glyco act	hiPSC survival	CaV13 FRET inh	NR2E3 ag-1	Vif imaging	Granule exo inh	PDI inh	NR2E3 ag-2	HIF-2a inh	Peg3 promoter	TRPM1 prom inh
41	COC(CNC(=O)c1ccc2nc3ccccc3c(=O)n2c1)OC	-0.1	-0.1	-5	-43	2	-8	1	1	-56	5	3
42	Nc1c(Cl)cc(C2=NCCn3c2c2ccc([N+](=O)[O-])cc2[n+]3[O-])cc1Cl	-0.1	-5.1	-5	9	15	82*	-4	6	31	17	24
43	O=C(NNC(=O)c1cccnc1SCc1cccc([N+](=O)[O-])c1)c1cccnc1	0.2	0.8	-4	2	4	-2	6	-2	22	4	1
44	COc1ccc(OC)c(NC(=O)c2cccc(Cn3cc(Br)c([N+](=O)[O-])n3)c2)c1	1.4	0.9	-17	-45	3	-5	26	1	-39	-10	-16
45	Cc1ccc(-n2[nH]c(C)c(CCC#N)c2=O)cc1	-0.2	0.4	.	-8	1	2	5	-1	10	7	-4
46	N#Cc1ccc(C23OCCN2CCn2c3c3ccccc3[n+]2[O-])cc1 (configuration not stated)	0.0	0.0	-12	-26	14	6	-3	.	-11	-9	25
47	CCN(CC)CP(=O)(c1ccccc1)c1ccccc1	-0.2	0.3	-1	-17	-7	5	4	0	9	10	10
48	CC(=O)NC(Cc1ccc(C)cc1)C(=O)NC1CCN(S(=O)(=O)c2ccccc2)CC1 (configuration not stated)	-0.1	0.1	-4	-7	-10	-5	-7	4	11	-4	13

Screening data deposited in PubChem by several laboratories.
